# E-selectin induc: E-selectin induction in HUVECs, primary screen, imaging, HUVEC, immunofluorescence imaging, single point | 260,000 tested, 0.37% active | normalized: neutral wells 0, TNF-alpha wells 100 | AID 686992, 2013 | P16581 | activation, % at 7.58 µM;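 active = mean E-selectin-positive cell signal at least 10% of the positive control, reached in at least 60% of replicates, without over 20% cell loss; inconclusive = no rule given, readout overlaps actives, possibly toxicity-flagged; inactive = the rest, including those meeting only one limit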;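 also: in these data hits start at about 27%; measured in HUVEC primary endothelial cells; signal is the percent of cells scored E-selectin positive by PE staining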
#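 Assay system: HUVEC, human umbilical vein endothelial cells / Amount: 3,000 HUVEC/well / Controls: TNF-alpha positive control, DMSO neutral control / Compound dosing: single concentration / Medium: EGM-2 over gelatin coat / Evaluation: percent E-selectin-positive cells / Signal: immunofluorescence imaging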
# ERAP1 inh: human ERAP1 aminopeptidase inhibitors, primary screen, biochemical, single point, plate reader. 340,000 tested, 0.15% active. Endoplasmic reticulum aminopeptidase 1 (Homo sapiens), Q9NZ08. recombinant ERAP1, Leu-AMC fluorescence, 60 min. inhibition, % at 10.7 µM;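 active = mean replicate inhibition of at least 30%, or all replicates individually reaching that 30% level; inactive = mean below 30% and not every replicate reaching it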;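 also: 0% = neutral control wells and 100% = L-leucinethiol positive control wells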
# Target sequence (Q9NZ08 whole entry, looked up): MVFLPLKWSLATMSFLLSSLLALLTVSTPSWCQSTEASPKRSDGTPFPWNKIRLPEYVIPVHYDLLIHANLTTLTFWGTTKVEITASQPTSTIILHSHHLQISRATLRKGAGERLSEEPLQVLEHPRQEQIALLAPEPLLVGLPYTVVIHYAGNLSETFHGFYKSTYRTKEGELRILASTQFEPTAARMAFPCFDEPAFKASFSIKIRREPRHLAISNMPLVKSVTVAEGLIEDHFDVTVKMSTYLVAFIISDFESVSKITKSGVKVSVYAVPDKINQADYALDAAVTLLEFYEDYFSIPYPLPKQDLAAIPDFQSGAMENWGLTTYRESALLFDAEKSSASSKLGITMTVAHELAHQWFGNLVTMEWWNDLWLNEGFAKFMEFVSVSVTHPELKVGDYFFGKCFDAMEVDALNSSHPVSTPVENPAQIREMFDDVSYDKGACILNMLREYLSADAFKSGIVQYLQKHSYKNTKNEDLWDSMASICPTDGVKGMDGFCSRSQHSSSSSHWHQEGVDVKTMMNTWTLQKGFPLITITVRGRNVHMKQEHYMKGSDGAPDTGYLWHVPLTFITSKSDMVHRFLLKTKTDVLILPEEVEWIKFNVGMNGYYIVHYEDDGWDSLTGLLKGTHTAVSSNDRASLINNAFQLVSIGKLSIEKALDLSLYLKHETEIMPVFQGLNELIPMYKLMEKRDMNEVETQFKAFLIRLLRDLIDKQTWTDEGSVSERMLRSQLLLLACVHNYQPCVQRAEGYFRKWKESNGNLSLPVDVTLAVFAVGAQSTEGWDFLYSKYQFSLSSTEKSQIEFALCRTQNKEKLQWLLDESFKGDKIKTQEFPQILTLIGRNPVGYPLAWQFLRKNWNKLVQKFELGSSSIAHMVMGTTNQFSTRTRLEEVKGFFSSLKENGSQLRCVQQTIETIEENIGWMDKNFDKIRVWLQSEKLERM
# RAD52 anneal inh: RAD52 DNA annealing inhibitors, primary screen, biochemical, FRET, single point, set 2 | AID 651710, 2012 | 360,000 tested, 0.46% active | inhibition, % at 18.7 µM | recombinant RAD52 DNA annealing, FRET fluorescence | DNA repair protein RAD52 homolog (Homo sapiens), P43351;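 active = every replicate showing at least 50% inhibition; inconclusive = mean inhibition at least 50% but not in every replicate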
# Xi reactivation: activators of inactive X chromosome reactivation, primary screen, imaging, XiGFP fibroblasts, GFP high-content imaging, set 2; XiGFP mouse fibroblasts, % GFP-positive cells imaging, 3 d; cells co-treated with 5-aza-dC sensitizer; scaled so ellipticine positive control = 100%; activation, % at 7.58 µM; 360,000 tested, 0.055% active;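 active = mean normalized replicate activation at least 10% and every replicate at or above 10%; inconclusive = only one of the two criteria met; inactive = mean below 10% and not all replicates reach 10%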;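 also: 0% = median of on-plate neutral control wells and 100% = ellipticine 6 µM median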
#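 Assay system: SV40-immortalized XiGFP fibroblast cells, line 68-5-11; buffer or medium: DMEM plus 5-aza-dC sensitizer; compound: one concentration, pinned; timing: compounds 3 days, fix/stain 15 min at room temperature; benchmarks: positive control ellipticine, 6 µM final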
# RAD54 inh: inhibitors of human RAD54 branch migration, primary screen, biochemical, fluorescence, single point. DNA repair and recombination protein RAD54-like (Homo sapiens), Q92698. RAD54 Holliday junction branch migration, FAM/BHQ fluorescence. inhibition, % at 10.4 µM. 360,000 tested, 0.14% active;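 active = mean normalized replicate activity at least 40 and at least half of replicates scoring 40 or more; inconclusive = only one of the two criteria met; inactive = mean below 40 and under half of replicates reaching 40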;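 also: 0% = median of neutral control wells and 100% = median of positive control wells; inhibitors cause a drop in the FAM fluorescence signal; in these data hits start at about 50%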
# S100A4 MyoIIA: inhibitors of S100A4-myosin IIA peptide binding, primary screen, biochemical, fluorescence polarization, TAMRA-MyoIIA peptide; 360,000 tested, 0.14% active; AID 652163, 2013; Protein S100-A4 (Homo sapiens), P26447; inhibition, % at 10.7 µM;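 active = mean inhibition of at least 70% across replicates, with every replicate also reaching that level; inconclusive = mean inhibition reaches 70% but some replicates fall short; inactive = mean inhibition below 70%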
# Target sequence (P26447 whole entry, looked up): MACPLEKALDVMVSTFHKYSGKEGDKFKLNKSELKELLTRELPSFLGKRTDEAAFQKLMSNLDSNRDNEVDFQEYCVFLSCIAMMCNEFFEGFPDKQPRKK
#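 Test system: S100A4 monomer protein. Medium: HEPES buffer with Ca2+, pH 7.2. Reagent: fluorescent myosin IIA peptide, 5 nM. Compound dosing: single-point compound testing. Timing: 5 min between mix addition and reading. Benchmarks: DMSO neutral and TFP positive wells.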
# esBAF inh: Bmi1 luciferase reporter increase in mESCs, primary screen, esBAF inhibitor project, mouse ES cells, Bmi1 luciferase knock-in, single point; reporter increase, % at 12.5 µM; AID 602393, 2012; 350,000 tested, 2% active; 24 h; 100% = twice the neutral-well signal; in the data active = activation above about 40%; inconclusive = no clear call, values can overlap the other calls;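 also: 0% = median of the plate's neutral control wells and 100% = double that signal; a rise in the Bmi1 reporter signal indicates esBAF inhibition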
# ERp5 block: inhibitors of ERp5-driven insulin aggregation, primary screen, biochemical, turbidity, absorbance 650 nm, single point. Protein disulfide-isomerase A6 (Homo sapiens), Q15084. 90 min. inhibition, % at 9.99 µM. 350,000 tested, 0.05% active;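 active = mean replicate inhibition above about 25%, with every replicate also reaching it, limit read from the data, passing the limit was not always enough; inconclusive = only one of those two criteria met; inactive = neither criterion met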
# * = called active by the depositor; i = inactive; u = inconclusive; x = no result given; & = joins results of further samples.
SMILES	S100A4 MyoIIA	E-selectin induc	RAD54 inh	RAD52 anneal inh	ERAP1 inh	esBAF inh	ERp5 block	Xi reactivation
CS(=O)(=O)N1N=C(c2ccco2)CC1c1ccc(Br)cc1 (configuration not stated)	-1	x	x	-8	0	x	-8	0.0
CCOC(=O)C1=CCN(S(=O)(=O)c2ccccc2Cl)C1c1cccc(F)c1 (configuration not stated)	-3	-0.9	-2	-11	8	-1	-5	-0.1
COCCN1CCn2c(nc3cc(Nc4nnc(C)c5ccccc45)ccc32)C1	-3	6.5	x	72*	3	x	3	0.2
Cc1noc(C)c1NC(=O)N(C)C[C@H]1Oc2c(NC(=O)Nc3ccc(F)cc3)cccc2C(=O)N([C@H](C)CO)C[C@@H]1C	21	15	-4	-6	-2	-1	8	0.1
COc1ccccc1-c1ccc([C@@H]2[C@@H](CO)N3CCCCN(C(=O)CN4CCOCC4)C[C@H]23)cc1	-2	-0.1	-5	-9	3	-4	2	0.4
CCOC(=O)C1CCCN(C/C=C/c2ccccc2[N+](=O)[O-])C1 (configuration not stated)	6	x	x	-11	2	x	0	x
O=C(O)c1ccc(NC(=S)N2CCCCC2)cc1	0	-3.4	2	-17	-3	37	0	0.0
O=C(OCc1nc2ccsc2c(=O)[nH]1)c1ccccc1	4	x	-7	-12	-3	x	2	0.0
O=C(OCC(O)C(O)C(O)C(SCc1ccccc1)SCc1ccccc1)c1ccccc1 (configuration not stated)	-2	-0.1	-16	-10	-1	9	1	0.1
c1ccc(CSc2ccc3nnc(-c4cccnc4)n3n2)cc1	7	x	x	-23	-2	x	-1	0.0
S=C1NNC2(CC3CC2C2CCCC32)NN1 (configuration not stated)	-5	x	x	-4	-6	x	2	-0.2
N#C[C@@H]1[C@H](c2ccc(C3=CCCCC3)cc2)[C@@H](CO)N1C(=O)Cc1ccncc1	-20	0.8	-12	-22	4	-4	-1	0.0
COc1ccc(Nc2cc(C)c3cc([N+](=O)[O-])ccc3n2)cc1	-12	0.2	-1	9	-2	18	4	0.0
Cc1cccc(Nc2cc(C)nc3ccccc23)c1	0	0.3	34	-2	12	3	3	0.0
Cc1nnc(-c2ccccc2)o1	-2	-0.7	-5	5	x	5	1	0.1
O=C(Cc1ccncc1)Nc1ccc2c(c1)[C@@H]1C[C@H](CC(=O)NC3CCCC3)O[C@@H](CO)[C@@H]1O2	4	0.2	4	-12	0	2	5	0.0
O=C(C[C@H]1CC[C@@H]2[C@H](COC[C@H](O)CN2C(=O)c2cnccn2)O1)N1CCN(c2ccccc2)CC1	3	0.2	-1	-33	0	-6	-4	0.2
CCOC(=O)C1=C[C@@H](c2ccccc2)N(S(=O)(=O)c2ccc(C)cc2)[C@H]1c1ccc(F)cc1	3	-0.2	11	0	-3	-4	6	0.1
COc1ccc(NC(=O)CCSc2ccc(F)cc2)cc1	7	-1.8	1	-16	0	u	2	-0.1
CCN(c1ccccc1)S(=O)(=O)c1ccc(OC)c(NC(=O)CNC)c1	1	4.4	-4	-10	-4	0	-4	0.0
COc1ccc(S(N)(=O)=O)cc1C(N)=O	-1	0.1	-32	5	-13	5	4	0.0
COc1ccc2c3c(n(C)c2c1)[C@H](CO)NCC31CCN(Cc2cc(F)ccc2F)CC1	0	0.0	x	5	0	x	-1	0.0
N/C(CSc1ccccn1)=N\OCc1c(Cl)cccc1Cl	0	1.4	-2	-17	-1	x	7	-0.1
CCOC(=O)c1c(C)n(CC(O)CN(CC)CC)c2cc(Br)c(OC)cc12 (configuration not stated)	2	-0.1	-8	13	-2	-1	8	0.4
CCOc1ccc(-n2nc3ccc(N)cc3n2)cc1	-1	0.6	10	5	-2	-54	-3	0.1
Cc1ccccc1Nc1cc(C)c2c(O)cccc2n1	6	0.1	-15	-25	x	9	-1	0.1
CCOc1ccc(S(=O)(=O)NCCC(=O)NCC(c2ccc(F)cc2)N2CCOCC2)cc1 (configuration not stated)	-9	x	3	-9	5	x	-1	0.0
CC(C)NC(=O)N(C)C[C@H]1Oc2cc(-c3ccncc3)ccc2S(=O)(=O)N([C@H](C)CO)C[C@@H]1C	4	-0.1	-3	18	-4	-2	2	-0.5
COc1ccc(OC)c(NC(=O)C(=O)c2cn(CC(=O)N3CCCC3)c3ccccc23)c1	-3	0.1	-1	-16	-5	-13	3	0.2
CC(C)NC(=O)N1[C@@H]2CNC[C@H]1C2c1ccc(-c2cccc(C#N)c2)cc1 (some centres not stated)	1&5	-0.1&0.0	x	16&-2	-3&2	x	0&3	0.2&0.0
C[C@@H]1CN([C@H](C)CO)C(=O)c2cc(NC(=O)C3CC3)ccc2O[C@H]1CN(C)C(=O)Nc1cccc2ccccc12	-12	0.1	6	-2	-1	0	5	0.8
COc1ccc(NC(=O)N(C)C[C@H]2Oc3ccc(NC(=O)Nc4ccc5c(c4)OCO5)cc3CC(=O)N([C@H](C)CO)C[C@@H]2C)cc1	x	-2.5	-2	x	x	1	x	0.2
CC(C)(C)c1ccc(C(=O)Nc2nnc(Cc3c[nH]c4ccccc34)s2)cc1	x	2.2	-1	x	x	3	x	-0.1
CC(C)(C)C(=O)Nc1cc2c3c(c1)CC(=O)N3CCC2	6	9.5	4	-9	1	2	-8	0.1
C[C@H]1CN([C@@H](C)CO)C(=O)Cc2cc(NC(=O)Nc3ccc4c(c3)OCO4)ccc2O[C@@H]1CN(C)Cc1ccc(C(=O)O)cc1	5	x	-1	-2	2	-1	2	0.0
Cc1cc(C)c2cc(C(=O)Nc3ccc(C)c(F)c3)[nH]c2c1	-4	0.8	3	-12	4	3	1	0.0
C[C@@H]1CN([C@H](C)CO)C(=O)c2cc(NS(=O)(=O)c3ccc(F)cc3)ccc2O[C@H]1CN(C)S(=O)(=O)c1ccc(Cl)cc1	-3	-0.3	1	-4	0	0	6	-1.2
NC(=O)c1c(N)[nH]c(C(=O)c2ccccc2)c1-c1ccccc1	2	-0.2	x	-14	-1	x	1	-0.3
Cc1cc2cc(CNC(=O)CCC(=O)O)ccc2n1C	0	x	x	-24	1	x	3	0.0
COc1ccc(-c2cc(C(=O)NCCCN3CCOCC3)c3ccccc3n2)cc1OC	-4	8.9	x	-5	3	2	7	-0.1
Cc1cccc(NC(=O)Nc2cc(C)cc(C)n2)c1	0	x	-7	-9	3	17	-3	0.1
COCC(=O)N(C)C[C@@H]1Oc2ncc(-c3ccc(C)cc3)cc2C(=O)N([C@@H](C)CO)C[C@@H]1C	0	0.7	-9	4	1	-2	-4	-0.9
Cc1[nH]c(C(=O)O)c(C#N)c1C(=O)c1ccccc1	-3	x	-12	-16	-3	-2	1	0.2
O=C(CC[C@H]1O[C@@H](n2ccc(=O)[nH]c2=O)[C@H](O)[C@@H]1O)N[C@H](Cc1ccccc1)C(=O)NCc1ccco1	-4	15	-2	-12	x	5	0	0.0
CCOc1ccc(/C(O)=C2/C(=O)C(=O)N(c3ncccn3)C2c2ccc(C)cc2)cc1 (configuration not stated)	-2	0.0	-5	-3	13	x	-1	0.1
CC(=O)Nc1ccc(S(=O)(=O)N(C)CC(=O)N/N=C/c2cccs2)cc1	-3	0.0	-19	-5	-5	-2	-2	-0.1
OCCC1CN(Cc2cccc3nccnc23)CCN1C1CCCC1 (configuration not stated)	5	-0.2	-6	2	-3	-5	2	0.1
CN(C)S(=O)(=O)c1cccc(NC(=O)CNC2CCCCC2)c1	-6	x	0	-10	-1	-1	-15	0.0
O=C(NCCc1ccccc1)C1Cc2c(-c3ccc4c(c3)OCO4)ccnc2O1 (configuration not stated)	-2	0.7	-2	5	-1	0	-2	-0.1
C[C@@H]1CN([C@@H](C)CO)C(=O)c2cc(NS(=O)(=O)c3cn(C)cn3)ccc2O[C@@H]1CN(C)Cc1ccc(Oc2ccccc2)cc1	10	0.0	3	11	0	-1	-2	0.0
CN(C1CCCCC1)S(=O)(=O)c1ccc(SCC(=O)NC(C)(C)C)nc1	13	x	x	1	-6	4	-12	0.0
CN=C1S/C(=C\c2c(OC)cc(OC)cc2OC)C(=O)N1C	27	1.6	-1	i	-1	-3	0	0.3
O=C(NCc1cccs1)[C@@H]1CCCN1S(=O)(=O)c1ccccc1F	0	0.0	x	-6	0	x	-7	-0.2
CCOC(=O)/C=C1\NC2(CCCCC2)Cc2cc(OC)c(OC)cc21	-7	x	x	-11	14	x	2	x
COc1ccc(C(=O)NCC(=O)Nc2cccc(S(=O)(=O)N3CCCC3)c2)cc1	-2	x	-2	-9	-3	5	-4	0.0
Cc1cnc(NC(=O)[C@H](C)N2C(=O)C3CCCCC3C2=O)s1 (some centres not stated)	0	x	x	-7	-2	x	-15	0.0
C[C@@H]1CN([C@@H](C)CO)C(=O)c2cc(C#CC3CCCCC3)cnc2O[C@H]1CN(C)Cc1cncnc1	-48	0.2	-11	18	-2	13	-1	-0.7
CC(=O)c1ccccc1Oc1ncnc(N)c1[N+](=O)[O-]	-5	0.2	-2	-7	1	2	-1	0.1
CC1CCc2c(nc3ncnn3c2NCCN(C)C)C1 (configuration not stated)	-3	0.1	-11	-6	3	-6	1	0.0
CCOc1ccccc1NC(=O)Nc1ccc(OC)nc1	-10	x	-3	-27	-2	-9	0	0.0

# Following part.
SMILES	S100A4 MyoIIA	E-selectin induc	RAD54 inh	RAD52 anneal inh	ERAP1 inh	esBAF inh	ERp5 block	Xi reactivation
CC(C)CCn1nnnc1CN1CCN(C(c2ccccc2)c2ccccc2)CC1	0	0.8	-11	-8	-3	x	-2	0.1
Cc1ccc(C(=O)OCC(=O)NC(=O)c2ccc(C(C)(C)C)cc2)c(O)c1	2	1.3	9	-9	-2	0	3	-0.1
Cc1ccc(/C=N/NC(=O)c2nnn(-c3nonc3N)c2C(C)C)s1	-2	x	-2	-11	3	4	-3	0.0
O=C(N/C(=C\c1ccccc1)C(=O)N1CCOCC1)c1ccccc1Br	-4	x	-2	6	0	-3	-6	0.1
COc1ccc(NC(=O)Nc2ccc3c(c2)C(=O)N([C@@H](C)CO)C[C@@H](C)[C@@H](CN(C)S(C)(=O)=O)O3)cc1	-3	0.1	10	6	2	0	-5	-0.3

# High-throughput results from PubChem.
